Bioassay records deposited in PubChem BioAssay by several laboratories.
DAGLB inhibitor: blocks human DAGLB lipase activity; Q8NCG7; 340,000 tested, 0.059% active; HEK293T DAGLB membrane lysate, EnzChek fluorogenic substrate; inhibition, % at 5.17 µM; in the data active means inhibition above about 34%;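 further: 0% = enzyme with vehicle and 100% = wells lacking enzyme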
Target sequence (Q8NCG7 whole entry, looked up): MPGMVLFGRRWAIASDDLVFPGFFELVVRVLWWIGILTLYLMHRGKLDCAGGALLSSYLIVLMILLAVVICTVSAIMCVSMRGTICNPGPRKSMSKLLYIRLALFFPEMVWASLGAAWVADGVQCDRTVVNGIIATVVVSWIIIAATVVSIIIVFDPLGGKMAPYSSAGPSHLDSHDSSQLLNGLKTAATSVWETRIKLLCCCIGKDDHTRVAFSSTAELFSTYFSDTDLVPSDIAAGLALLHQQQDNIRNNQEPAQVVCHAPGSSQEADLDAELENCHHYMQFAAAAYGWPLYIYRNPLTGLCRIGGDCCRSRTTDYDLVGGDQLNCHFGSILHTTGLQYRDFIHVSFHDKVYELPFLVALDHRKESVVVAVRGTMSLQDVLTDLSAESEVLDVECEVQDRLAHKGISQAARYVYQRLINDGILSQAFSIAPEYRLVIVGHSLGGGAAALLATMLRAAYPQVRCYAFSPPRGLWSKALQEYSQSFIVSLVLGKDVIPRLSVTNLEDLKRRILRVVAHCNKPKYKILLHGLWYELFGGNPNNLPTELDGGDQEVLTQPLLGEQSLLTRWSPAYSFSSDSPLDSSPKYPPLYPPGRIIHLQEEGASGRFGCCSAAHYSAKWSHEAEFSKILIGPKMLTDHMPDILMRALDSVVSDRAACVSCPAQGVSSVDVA
PKA-R2B act: activates the human PKA-R2B holoenzyme complex. P22694+P31323. activation, % at 11.4 µM. PKA-R2B holoenzyme dissociation, Cy5-IP20 fluorescence polarization; R2B truncated from residue 108, S112A mutant; 0% DMSO only, 100% 113 µM cGMP. AID 504700. 340,000 tested, 0.079% active;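 active means activation above a cutoff set at the mean over all compounds plus 3 SD, cut at about 18% in these data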;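 further: higher means more holoenzyme dissociation and a rise in polarization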
CDK5 p35 inh: blocks human CDK5/p35 kinase activity. inhibition, % at 10 µM. Recombinant CDK5/p35, ADP-Glo luminescence, 60 min. Q00535+Q15078. 330,000 tested, 0.01% active;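 active means highest replicate inhibition of at least 50% and at least 75% of replicates reaching 50%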;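 further: plate controls were DMSO neutral control for no effect and GW8510 at 10 µM for full effect; many of its hits are not listed in these tables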
AddAB inh: less growth of phage-infected E. coli with AddAB. E. coli expressing H. pylori AddAB, absorbance growth. inhibition, % at 11.9 µM. 330,000 tested, 0.29% active. AID 435030; in the data active means inhibition above about 12%;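 further: 0% = vehicle wells of infected cells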
Ecoli viability: counter-screen for AddAB inhibitors: E. coli growth inhibition; E. coli V3065 growth, OD600 absorbance, 18 h; inhibition, % at 11.9 µM; 330,000 tested, 0.27% active;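 active means inhibition above the campaign's mean inhibition across all tested compounds plus 3 SD, cut at about 9.9% in these data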;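 further: uninfected addAB+ strain grown without phage in ampicillin broth; 0% = DMSO wells and 100% = ciprofloxacin 0.95 µg/ml wells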
PKA-R1A act: PKA-R1A complex activation. P00514+P68181. PKA-R1A dissociation, Cy5-IP20 fluorescence polarization; scaled: DMSO 0%, 113 µM cGMP 100%. activation, % at 11.4 µM. 340,000 tested, 0.083% active. AID 504707;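 active means percent activation above the mean of all tested compounds plus 3 SD, cut at about 19% in these data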;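 further: higher means more PKAc released from R1A so a rise in polarization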
HTR5A ag: HTR5A agonism, opioid heterodimer counter-screen; P47898; HTR5A agonist assay, luminescence, cell-based; activation, % at 9.3 µM; 340,000 tested, 0.61% active; AID 504692; in the data active means activation mostly above about 9.5%, no sharp cut-off; inactive means mostly below about 7.6%;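 further: 0% = cells with vehicle only and 100% = reference agonist; strong numbers were not always called active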
Mot1-301 SUMO: inhibitors of SUMOylation pathway: yeast Mot1-301 growth rescue; S. cerevisiae Mot1-301 growth rescue, ATP luminescence, 38.5C; percent above DMSO median, 100 means doubled; growth rescue, % at 18.8 µM; 320,000 tested, 1% active; AID 2716;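 active means every valid replicate shows activation above 250% relative to neutral control wells; inactive means the rest, any valid replicate at or below 250%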;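 further: OY570 slx delta 5 strain wells were the positive control but not used for scaling; some compounds called inactive have numbers as strong as hits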
HTR5A inv ctr: inverse agonist of human HTR5A in OPRM1-OPRD1 counter-screen; P47898; HTR5A cell line, luminescence, inverse agonism; inhibition, % at 9.3 µM; AID 504634; 340,000 tested, 0.083% active; in the data active means inhibition mostly above about 23%, no sharp cut-off; inactive means mostly below about 18%;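 further: 0% = cells with DMSO and 100% = no-cell wells with DMSO; some compounds called inactive have numbers as strong as hits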
Tat export inh: inhibitors of E. coli Tat protein transport; E. coli MC4100 TorA-mCherry Tat export, fluorescence; inhibition, % at 10 µM; 340,000 tested, 0.036% active; AID 488895;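 active means mean replicate inhibition at least 50% and at least half of replicates individually reaching 50%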;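 further: exported cargo escapes ClpAP degradation while cytoplasmic cargo is degraded and loses fluorescence; 0% = median of neutral control wells and 100% = median of NaSCN control wells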
phage Ecoli inh: E. coli growth loss with phage present; growth absorbance; inhibition, % at 11.9 µM; 360,000 tested, 0.26% active; AID 651602; in the data active means inhibition above about 11%
Starred values were filed as active, the others as inactive; i = inactive; · = no result given; & = joins results of further samples.

Preview, two compounds:
Results follow in this order: DAGLB inhibitor	PKA-R2B act	CDK5 p35 inh	AddAB inh	Ecoli viability	PKA-R1A act	HTR5A ag	Mot1-301 SUMO	HTR5A inv ctr	Tat export inh	phage Ecoli inh
Cc1nc2ccc(NC(=O)c3ccc(F)c(S(=O)(=O)N4CCOCC4)c3)cc2s1
  -1	5	-0.5	4.0	-1.2	-13	1	i	-4	-15	1.8
O=C(O)c1ccc(Nc2c3ccccc3nc3ccccc23)cc1
  -1	9	0.0	2.5	3.7	7	-4	5	15	3	7.0

This part in full, from the start:
Results follow in this order: DAGLB inhibitor	PKA-R2B act	CDK5 p35 inh	AddAB inh	Ecoli viability	PKA-R1A act	HTR5A ag	Mot1-301 SUMO	HTR5A inv ctr	Tat export inh	phage Ecoli inh
Cc1nc2ccc(NC(=O)c3ccc(F)c(S(=O)(=O)N4CCOCC4)c3)cc2s1
  -1	5	-0.5	4.0	-1.2	-13	1	i	-4	-15	1.8
O=C(O)c1ccc(Nc2c3ccccc3nc3ccccc23)cc1
  -1	9	0.0	2.5	3.7	7	-4	5	15	3	7.0
CCN(CC)CCCn1c(C)cc2c(c1=O)C(c1ccc(OC)c(OC)c1OC)C(C#N)=C(N)O2 (stereo not given)
  3	-2	1.2	-1.1	-2.3	-5	2	·	2	-4	2.1
O=C(N/N=C/c1ccccc1)c1ccc(N2CCCC2=O)cc1
  -1	-9	-0.1	4.4	-1.6	6	3	247	-7	1	0.3
CCOc1ccc(OCC(=O)OCC(=O)NCC2CCCO2)cc1 (stereo not given)
  -1	-7	-1.4	0.8	-1.6	-9	-1	-4	2	-2	0.7
Cc1cccc(N2CCN(C(=O)Cn3cccc3C(=O)c3ccccc3)CC2)c1C
  -2	-9	1.3	2.0	-1.3	-1	1	-4	-3	11	3.1
COc1cccc(NC(=O)CSc2nnc(-c3ccc(C)cc3)o2)c1
  -5	14	0.1	4.0	0.2	5	2	5	-5	0	2.9
CSc1ccccc1NC(=O)CN1CCN(c2ccccn2)CC1
  -6	1	1.0	0.4	1.8	7	-5	14	16	-4	1.7
CCOC(=O)CC(=O)CSc1ccc2nnc(-c3ccc(F)cc3)n2n1
  8	-9	-1.5	2.7	0.7	-3	1	5	-27	-5	0.9
Cc1ccc(S(=O)(=O)CC(=O)c2ccc3c(c2)OCCO3)cc1
  -6	8	0.2	3.0	2.6	9	-2	-5	4	7	2.9
CC1=C(C(=O)Nc2cc(C(=O)NCCCOC(C)C)ccc2C)SCCO1
  -7	-5	-1.6	1.9	-1.8	2	4	550	-14	2	1.8
CCOc1ccc(NC(=O)C2CCCN2S(=O)(=O)c2ccc(OCC)cc2)cc1 (stereo not given)
  -1	-1	1.0	0.7	-0.2	-4	8	6	-25	-5	-1.7
CCCC(=O)Nc1ccc(-c2csc(-c3cccnc3)n2)cc1
  -1	1	1.2	·	·	-6	-4	149	-17	0	0.1
Cn1c(=O)c2c(nc(N3CCN(Cc4ccccc4)CC3)n2CCCc2ccccc2)n(C)c1=O
  1	-7	1.6	-2.5	-0.3	8	3	·	-10	14	1.9
CCOC(=O)C1(Cc2ccc(OC)cc2)CCN(C(=O)CN2CCOC2=O)CC1
  0	-5	-0.7	2.4	1.3	-1	3	2	-7	-3	2.5
Cc1ccc(S(=O)(=O)N2CCC[C@H]2C(=O)NC2=NCCS2)cc1
  0	2	0.1	·	·	0	-6	·	24	-9	0.9
O=C1Nc2ccccc2/C1=N\N=C\c1ccc(O)c(O)c1
  9	-8	2.9	-2.5	-1.6	2	2	13	-5	17	-4.2
CCC1CCCCN1C(=O)CSc1nnc(-c2cccc(Cl)c2)o1 (stereo not given)
  -5	-4	-0.8	-0.3	-2.9	-1	0	3	1	3	1.4
O=C(COc1coc(CN2CCc3ccccc3C2)cc1=O)Nc1ccc(F)cc1F
  2	9	0.5	-0.2	2.4	-1	-26	2	63*	-5	2.3
O=C(OCCc1cc2ccccc2c(=O)o1)c1ccco1
  0	-1	2.2	-0.8	-1.1	3	-5	-31	8	4	5.2
O=C(CC1SC(=O)N(Cc2ccccc2Cl)C1=O)Nc1nccs1 (stereo not given)
  3	-12	0.0	3.1	1.1	0	2	-16	-6	5	2.1
Cc1ccc(CN2C(=O)CCC2C(=O)NCC2CCCO2)cc1 (stereo not given)
  -1	-3	0.8	-0.7	-2.0	-14	4	11	-9	7	1.1
COc1ccccc1N1CCN(C(=O)CCn2c(=O)[nH]c3ccsc3c2=O)CC1
  0	-1	0.2	1.6	-2.9	3	2	11	3	0	3.7
COc1ccccc1N1CCN(C(=O)/C=C/c2c(Cl)nc3ccccn23)CC1
  1	-1	-0.7	1.5	-0.7	-8	-2	-13	-13	-7	5.0
O=C(c1cccn2c(=O)c3cc(Cl)ccc3nc12)N1CCN(Cc2ccc3c(c2)OCO3)CC1
  1	0	-1.1	0.7	0.7	0	1	15	-18	-6	1.0
COCCCN1C(=O)c2ccc(C(=O)NCc3ccccn3)cc2C1=O
  1	-10	1.2	2.1	1.9	-1	-3	17	5	10	1.1
C/C(=N/NS(=O)(=O)c1ccc(C)cc1)c1c[nH]c2ccccc12
  -1	-14	-0.1	·	·	-13	11*	2	-29	-5	-3.1
COc1cccc(CNc2cccc3cccnc23)c1O
  2	2	-2.6	3.0	0.2	-8	-1	110	6	1	1.7
COc1ccc(C(C)=O)cc1CSc1nnc(-c2ccc(Cl)cc2)n1-c1ccccc1
  -1	-8	0.0	-0.7	0.2	-13	6	1	-20	9	4.8
Cc1nnc(SCc2nc(N)nc(Nc3ccccc3)n2)s1
  -1	0	1.0	0.4	2.3	-11	-1	-6	4	1	1.2
Cc1ccc(/C(N)=N/OC(=O)c2cccc(Cn3cc(C(F)(F)F)ccc3=O)c2)cc1
  -14	-5	-1.7	0.8	0.8	0	1	1	-47	-2	-1.5
Cc1cc(C)n(CC(=O)c2ccc(Br)cc2)c(=O)c1C#N
  1	-11	-1.1	1.4	1.9	1	0	·	1	-9	4.0
Cn1c(SCc2ccc(C#N)cc2)nnc1-c1ccccc1
  -2	-7	-0.8	2.5	0.7	-5	-7	-1	-1	-6	2.0
Cc1cc(C)n(-c2nnc(C)n2NS(C)(=O)=O)n1
  1	7	0.5	-2.2	-2.0	-1	0	-13	3	-5	4.0
CC(C)N(C(=O)CN1CCC(c2nc3ccccc3[nH]2)CC1)C(C)C
  2	-10	-1.1	0.9	0.5	0	2	-12	-4	-7	-0.4
CC(=O)Nc1ccc(S(=O)(=O)NCc2csc(C)n2)cc1
  5	2	0.2	-1.0	0.4	-10	9	26	-21	-1	2.2
CC(C)CNS(=O)(=O)c1ccc(OCC(=O)Nc2ccc(F)cc2F)cc1
  0	6	-1.3	3.3	-1.8	-6	0	3	20	5	0.2
CCC(Sc1nc2ccsc2c(=O)n1-c1ccc(Cl)c(C)c1)C(=O)NCc1ccco1 (stereo not given)
  0	-12	0.6	-1.0	-0.5	-8	0	·	-18	4	1.7
O=C(CCN1C(=O)c2ccccc2C1=O)C1=NN[C@@H]2C(=O)N(c3cccc(F)c3)C(=O)[C@H]12
  0	-5	0.8	4.3	3.8	-5	-6	1	-5	-11	1.5
COc1cccc(CNC(=O)C(C)n2nc(C)n3c(cc4occc43)c2=O)c1 (stereo not given)
  1	3	0.8	2.5	0.1	-1	1	15	-3	-4	2.7
Cc1ccc(CCNC(=O)C23CN(Cc4ccccc4)CC2C(c2ccc([N+](=O)[O-])cc2)=NO3)cc1 (stereo not given)
  -4	-1	1.0	3.6	1.1	-9	3	-11	-9	10	1.6
CCCC(=O)Nc1ccc2c(c1)nc1n2CCN(CCOC)C1
  0	0	-0.9	·	·	4	·	-9	·	-5	2.4
CC1CCN(C(=O)CSc2nnc(-c3ccncc3)n2C)CC1
  1	3	0.2	2.3	-3.4	-2	-2	2	7	-8	2.3
CCc1ccc(OCC(=O)NNC(=O)c2c(CC)noc2C)cc1
  2	0	-0.3	0.9	-1.1	-6	4	·	-11	-6	-0.5
CN(Cc1ccc(Cl)cc1Cl)C(=O)CN1C(=O)NC2(CCCC2)C1=O
  3	-11	-12	2.9	-0.8	3	-6	-10	1	4	0.5
C/C(N)=C(/C#N)C(=O)CSc1nnc(Cc2ccccc2F)n1N
  0&-1	9&9	1.7&0.0	0.5	-0.5	0&-7	2&4	20	-7&-22	11&3	-0.1&0.9
O=C1CC(NS(=O)(=O)c2cccnc2)CN1c1ccc(Cl)cc1 (stereo not given)
  0	-7	-0.9	0.6	-1.1	-5	0	-12	0	2	1.8
COc1ccc(C(=O)C2CCCN(Cc3cc(C)c(O)c(C)c3)C2)c(OC)c1 (stereo not given)
  -1	-1	0.6	4.6	-0.3	-3	0	3	-2	4	4.2

Arranged by the number under PKA-R1A act (falling): four from the list above
mol | PKA-R1A act
CCCC(=O)Nc1ccc2c(c1)nc1n2CCN(CCOC)C1 | 4
COc1ccc(C(=O)C2CCCN(Cc3cc(C)c(O)c(C)c3)C2)c(OC)c1 (stereo not given) | -3
O=C1CC(NS(=O)(=O)c2cccnc2)CN1c1ccc(Cl)cc1 (stereo not given) | -5
CCc1ccc(OCC(=O)NNC(=O)c2c(CC)noc2C)cc1 | -6
